# Bioassay records deposited in PubChem BioAssay by several laboratories.
# NR2E3 ag-1 – activates human photoreceptor nuclear receptor NR2E3 | GST-NR2E3/biotin-RetCOR TR-FRET, 1536-well | inhibition of corepressor binding, % at 4.78 µM | 320,000 compounds, 0.12% hits | AID 2300;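 active = percent inhibition above the cutoff of mean plus 3 SD of all tested compounds, set per screening campaign, cut at about 20% in these data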;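 also: 0% = DMSO wells and 100% = biotin wells as full block of FRET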
# Target sequence (Q9Y5X4 whole entry, looked up): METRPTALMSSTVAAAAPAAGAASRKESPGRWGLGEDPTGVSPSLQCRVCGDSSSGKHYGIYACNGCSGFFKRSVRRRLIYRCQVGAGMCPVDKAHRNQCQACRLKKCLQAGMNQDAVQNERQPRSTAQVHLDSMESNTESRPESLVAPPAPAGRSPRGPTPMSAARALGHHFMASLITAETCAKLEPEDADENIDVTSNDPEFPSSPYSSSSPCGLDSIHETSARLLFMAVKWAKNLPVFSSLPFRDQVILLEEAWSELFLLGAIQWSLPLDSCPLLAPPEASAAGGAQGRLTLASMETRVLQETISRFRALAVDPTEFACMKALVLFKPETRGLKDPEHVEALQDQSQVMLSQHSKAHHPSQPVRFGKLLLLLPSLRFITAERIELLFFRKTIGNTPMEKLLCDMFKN
#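 Test system: GST-NR2E3 and biotin-RetCOR proteins | Quantity: 1.35 nM GST-tagged NR2E3 final | Medium: Tris pH 7.5 | Also added: 7 nM biotin-RetCOR | Dosing: Compound at 4.8 µM, single dose | Timing: 5 h at 4 °C | Detection: Time-resolved FRET | Read-out basis: Percent inhibition | Benchmarks: Biotin wells as high control, 0.6% DMSO wells as low control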
# KKLEB cytotox – CF airway cell cytotoxicity counter-screen; KKLEB CF airway cells viability, ATPlite luminescence, overnight; active compounds read low; cells stimulated with P. aeruginosa culture filtrate; activity change (cytotoxicity), % at 5 µM; 360,000 compounds, 0.36% hits; AID 602141;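 active = corrected activity change at or below -50% at 5 µM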
# Vif inh – HIV Vif inhibition; HEK293T cells, Vif self-association by quenched fluorescence, imaging, 24 h; inhibition, % at 7.49 µM; 340,000 compounds, 0.35% hits; in the data active = inhibition above about 50%, passing the limit was not always enough; also: some results filed as inactive read as strong as hits
# NR2E3 ag-2 – activates human NR2E3 receptor | CHO-S Gal4-NCOR/VP16-NR2E3 two-hybrid, luciferase | AID 602229 | Q9Y5X4 | inhibition of corepressor binding, % at 3.98 µM | 360,000 compounds, 0.35% hits;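 active = inhibition above the mean of all tested compounds plus 3 SD, cut at about 70% in these data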;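 also: 0% = DMSO with NR2E3 transfected cells and 100% = cells lacking NR2E3 construct; higher means lower luciferase signal from less NR2E3 corepressor binding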
# Peg3 promoter – Peg3 promoter activity inhibition; HeLa PEG-Prom luciferase reporter, luminescence, overnight; inhibition, % at 20 µM; 360,000 compounds, 1.7% hits;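 active = inhibition of at least 50% at 20 µM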
# TRPM1 prom inh – reduces MITF-dependent TRPM1 promoter luciferase signal | 330,000 compounds, 0.83% hits | SK-MEL-5 TRPM1 promoter luciferase, 24 h | inhibition, % at 12.5 µM;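 active = mean inhibition across replicates of 60% or more, whatever share of single replicates reaches that level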; also: values of inactives mirror those of a sister screen read the other way
# CaV13 FRET inh – Primary screen for inhibitors of IQ motif and Ca2+-dependent inactivation inhibitor domain binding in CACNA1D, Förster resonance energy transfer in living cells, …; HEK cells, CFP/YFP FRET ICDI-IQ, plate reader, 10 min; percent FRET-ratio fall versus neutral wells; inhibition, % at 12.3 µM; 340,000 compounds, 0.098% hits;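 active = mean replicate inhibition of at least 30% and at least 1% of replicates passing that level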;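 also: 0% = median of the neutral control wells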
# PDI inh – PDI (human) enzyme inhibition. P07237. PDI insulin aggregation turbidity, A650, 90 min. inhibition, % at 10 µM. AID 588391. 350,000 compounds, 0.052% hits;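 active = mean inhibition across replicates of 30% or more, whatever share of single replicates reach that level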;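 also: absorbance from insulin aggregation driven by PDI reduction with DTT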
# Target sequence (P07237 whole entry, looked up): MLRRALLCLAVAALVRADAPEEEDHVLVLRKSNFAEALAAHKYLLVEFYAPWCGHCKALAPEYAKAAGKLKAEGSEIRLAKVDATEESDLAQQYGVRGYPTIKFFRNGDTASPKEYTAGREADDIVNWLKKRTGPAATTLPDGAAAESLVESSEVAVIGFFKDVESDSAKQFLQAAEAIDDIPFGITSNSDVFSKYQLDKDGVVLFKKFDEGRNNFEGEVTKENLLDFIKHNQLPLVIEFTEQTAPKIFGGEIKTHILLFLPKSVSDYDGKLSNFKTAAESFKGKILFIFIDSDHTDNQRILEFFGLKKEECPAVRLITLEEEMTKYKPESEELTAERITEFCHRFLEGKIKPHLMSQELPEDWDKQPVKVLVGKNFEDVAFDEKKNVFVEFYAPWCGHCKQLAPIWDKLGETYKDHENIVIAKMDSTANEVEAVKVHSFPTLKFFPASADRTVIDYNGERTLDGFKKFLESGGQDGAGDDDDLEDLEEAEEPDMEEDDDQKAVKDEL
# CF NFkB inh – blocks PAF-induced NF-kB reporter in cystic fibrosis cells; 360,000 compounds, 0.86% hits; inhibition, % at 5 µM; KKLEB NF-kB-GFP reporter, GFP fluorescence overnight;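 active = at least 50% inhibition at 5 µM, scaled per plate between neutral and stimulator controls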;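 also: PAF is a Pseudomonas aeruginosa culture filtrate used as stimulus; plate controls were PAF-stimulated DMSO wells for no effect and unstimulated DMSO wells for full effect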
# HIF-2a block – inhibitors of HIF-2a. 786-0 RCC cells HIF-2a reporter, luciferase luminescence, overnight. 360,000 compounds, 0.72% hits. inhibition, % at 18.8 µM. AID 624352;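 active = inhibition of the luminescence signal of 40% or more relative to plate controls, in a single-dose primary screen at 18.75 µM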
# Shn3 inh set2 – Schnurri-3 reporter inhibition in Clone20 osteoblasts; 360,000 compounds, 0.52% hits; inhibition, % at 12.5 µM; Clone20 osteoblast Shn3 3'UTR firefly luciferase, 24 h;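 active = mean inhibition of at least 75% with every replicate also reaching 75%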;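 also: 0% = median of neutral control wells and 100% = pilot-screen positive control compound; some compounds past the cut are filed as inactive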
# The depositor's hits bear a star; . = no result given. Rows are unselected. Share with any hit: about 3.3%.
Compound	NR2E3 ag-1	KKLEB cytotox	Vif inh	NR2E3 ag-2	Peg3 promoter	TRPM1 prom inh	CaV13 FRET inh	PDI inh	CF NFkB inh	HIF-2a block	Shn3 inh set2
Cc1ccc(C(C(=O)NCc2ccco2)N(C(=O)CNC(=O)c2cccs2)c2ccc(C)cc2)cc1 (stereo not drawn)	5	1	1	-17	9	-9	.	-2	-5	5	11
O=C(CN(C(=O)CCC(=O)Nc1ccccn1)C1CCCC1)NCc1ccccc1	2	10	25	-28	-5	1	-5	7	-8	8	-21
CCC(=O)Oc1ccc2oc(=O)cc(C)c2c1	0	12	-4	-22	-20	-10	-4	-3	-8	-4	-19
O=c1c2cc3c(=O)n(-c4ccccc4O)c(=O)c3cc2c(=O)n1-c1ccccc1O	0	18	-7	11	1	-4	-6	7	-1	10	10
COC(=O)c1ccc(NC(=O)CN2C(=O)CNC2=O)cc1	-3	6	15	-23	15	5	-4	-8	-6	4	8
O=C(O)CN1C(=O)/C(=C/c2ccccc2Br)Oc2ccccc21	3	4	5	8	-11	10	-2	2	-8	-5	13
CCN(CC)c1ccc(C(=O)NC(=S)N2CCN(Cc3ccc4c(c3)OCO4)CC2)cc1	0	6	4	-6	-5	9	-16	-14	8	-23	4
CN(C(=O)CCOc1ccccc1)c1c(N)n(Cc2ccccc2)c(=O)[nH]c1=O	-2	25	9	-19	-6	-3	-2	-5	-34	12	4
CC(C)c1cc(-c2cc(C(=O)Nc3ccccc3)on2)nc(NC2CCCC2)n1	3	-8	-17	13	-2	-5	-10	6	-3	6	22
Brc1ccc(/C=N/Nc2ccccn2)cc1	4	3	5	-89	-277	-40	-19	-4	-19	-246	-109
COc1ccccc1CNC(=O)CN1C(=O)c2cccc(N)c2C1=O	-3	-1	12	-70	-74	-33	-15	7	-7	-142	-20
OC(c1ccccc1)(c1nc(-c2cc3ccccc3o2)cs1)C(F)(F)F (stereo not drawn)	.	17	-10	-21	-7	.	-5	-4	-9	-62	-6
O=C(CO/N=C/c1ccc(Cl)cc1Cl)NNC(=O)c1ccc(Cl)cc1Cl	0	-2	12	-2	17	9	4	-8	2	26	5
O=C(O)CCN=CC1=C(O)CC(c2ccccc2)CC1=O (stereo not drawn)	3	-1	5	-5	-4	-4	-2	6	4	10	2
COc1ccc(OC)c(NC(=O)COC(=O)CSc2ccc(Cl)cc2)c1	1	5	0	-8	-1	1	-9	6	16	16	2
CCOCC(=O)Nc1ccc([N+](=O)[O-])cc1OC	5	-7	3	6	-5	1	-4	-2	21	3	14
COc1ccc(NC(=O)C2(c3cccs3)CCOCC2)cc1	-1	8	-2	8	20	-6	-2	-2	4	15	-3
O=C(N/N=C/c1ccc2c(c1)OCO2)C(=O)Nc1cccc(Cl)c1	2	1	15	13	-130	-50	-5	9	4	-39	-14
O=C1CN(C(=O)CSc2nnnn2-c2ccc(Cl)cc2)c2ccccc2N1	3	6	-6	0	28	19	-7	-4	-19	6	20
C#CCOCCOCCOCCNc1nc(N2CCN(C(=O)[C@H](CCCN=C(N)N)n3cc(C(N)[C@@H](C)CC)nn3)CC2)nc(N2CCN(C(=O)[C@H](CC(N)=O)n3cc([C@@H](N)C(C)C)nn3)CC2)n1 (stereo partly drawn)	.	-7	-2	-11	-2	-8	-9	2	-11	3	-3
CCCn1nc(C(=O)NNC(=O)CCCOc2ccc(C)cc2)c2ccccc2c1=O	-2	-18	3	-25	10	8	-5	1	9	23	8
CCN(c1cccc(C)c1)S(=O)(=O)c1cnc[nH]1	2	5	1	3	-2	1	-5	7	-19	-6	-13
C=CCn1c(SCC(=O)Nc2ccc3c(c2)OCCO3)nnc1-c1ccco1	-2	-12	-6	-11	1	-16	-8	-2	11	-12	14
C[C@H]1CN([C@@H](C)CO)C(=O)CCCn2cc(nn2)CO[C@@H]1CN(C)C(=O)Nc1ccc2c(c1)OCCO2	.	-16	-2	20	-38	.	-8	3	20	-44	-15
Cc1c(C(=O)NC(=S)N(Cc2ccccc2)c2ccccn2)cccc1[N+](=O)[O-]	-4	16	0	-7	-66	-11	-7	0	-24	-61	-23
O=C(CCCc1nc(-c2ccccc2)no1)NC1CCCCC1	6	-7	7	-57	15	2	-3	-5	6	6	1
Cc1ccc(NC(=O)CN(C)C(=O)COc2ccccc2-c2ccccc2)cc1	.	6	2	1	15	1	-9	-2	-14	1	5
COC(C(=O)Nc1ccccc1C(=O)N1CCOCC1)c1ccccc1 (stereo not drawn)	4	24	-1	-35	0	-5	-5	-3	-20	16	3
CCCC(O)(c1ccc(CC)cc1)C(CN1CCOCC1)c1ccccc1 (stereo not drawn)	.	0	9	-1	21	17	-13	3	7	16	26
CSc1nc2c(c(=O)[nH]1)C(c1ccc(Cl)cc1)CC(=O)N2 (stereo not drawn)	3	-5	5	-6	11	3	-5	-1	-2	11	-10

# Continued, starting with the last 2 of the part before.
Compound	NR2E3 ag-1	KKLEB cytotox	Vif inh	NR2E3 ag-2	Peg3 promoter	TRPM1 prom inh	CaV13 FRET inh	PDI inh	CF NFkB inh	HIF-2a block	Shn3 inh set2
CCCC(O)(c1ccc(CC)cc1)C(CN1CCOCC1)c1ccccc1 (stereo not drawn)	.	0	9	-1	21	17	-13	3	7	16	26
CSc1nc2c(c(=O)[nH]1)C(c1ccc(Cl)cc1)CC(=O)N2 (stereo not drawn)	3	-5	5	-6	11	3	-5	-1	-2	11	-10
CCOC(=O)c1c(NC(=O)CNC2CCCCC2)sc(C)c1C	-2	-8	.	15	90*	8	3	16	23	22	-5
NC(=S)N=Nc1c(O)[nH]c2ccc(F)cc12	-13	12	0	0	11	-7	-5	3	-42	-10	-1
COc1ccc(-c2oc(=O)c3cc(OC)c(OC)cc3c2/C=C/c2ccc(F)cc2)cc1	-2	24	-1	14	-23	-18	-12	-5	-45	-11	6
O=C(CN(CCCN1CCOCC1)C(=O)Cn1nnc(-c2ccc(F)cc2)n1)NC1CCCCC1	1	-6	2	6	5	-10	-6	1	0	15	-2
CN(C)C(=O)NC1C=CS(=O)(=O)C1 (stereo not drawn)	0	8	-4	10	-12	-6	-2	9	6	13	-7
CCOc1ccc(N(CC(=O)N/N=C/c2ccccn2)S(=O)(=O)c2ccc(Cl)cc2)cc1	.	-12	-12	-8	24	10	-5	5	12	19	31
CCOC(=O)c1cnc(SC)nc1Oc1cccc(NC(=O)c2ccc(C)cc2)c1	3	-7	12	-10	6	-12	0	-3	7	-10	-5
COc1cc(/C=N/n2c(-c3ccccc3)n[nH]c2=S)cc(OC)c1OC	-2	3	2	5	9	1	-4	-4	6	6	10
Cc1ccc(C(=O)NCc2n[nH]c(=S)n2-c2ccccc2)cc1[N+](=O)[O-]	5	1	27	12	-9	15	1	4	19	14	-1
COC(=O)Nc1ccc(S(=O)(=O)Nc2cnc3ccccc3n2)cc1	2	-6	-2	0	10	-17	-9	0	2	18	10
Cn1c(CN2CCOCC2)nnc1SCC(=O)Nc1ccc2c(c1)OCCO2	4	-3	-7	25	-8	4	-8	2	8	8	14
CCN(Cc1ccccc1)C(=O)c1ccc(SC)cc1OC	1	-15	5	-12	21	-1	0	-3	7	15	5
COc1ccc2oc(C(=O)Nc3ccc(C)cn3)c(C)c2c1	0	-15	6	-111	-308	-72	-6	-2	2	-190	-78
COc1ccc(C(=O)/C=C/c2ccc(F)cc2)c(OC(=O)c2ccc([N+](=O)[O-])cc2)c1	0	-10	.	-11	-57	-19	.	-3	-1	-100	-17
CCn1c(CC(=O)Nc2ccccc2Cl)nnc1SCC(=O)NC1CCCC1	1	4	2	-36	4	-7	-3	4	-11	-6	-12
C=CCn1c(SC(C)C(=O)NCC2CCCO2)nnc1-c1ccc(OC)cc1 (stereo not drawn)	.	15	4	-34	16	-2	-2	-1	-8	10	11
CC(C)(C)S(=O)(=O)N1Cc2ccc(CO)cc2[C@H]1CCO	.	22	9	17	-5	1	-6	1	-21	5	-12
CC(C(=O)Nc1ccccc1)N(C)CCOc1ccc(Br)cc1 (stereo not drawn)	1	16	-2	-5	10	5	-18	8	-16	-1	-9
O=C(CSC1=NS(=O)(=O)c2cc(Cl)ccc2N1)NCCc1ccccc1	2	15	2	19	-19	-7	-5	-6	-12	3	-8
CC1=C(C#N)CCC(=O)N1Cc1c(C)cc(C)cc1C	0	-12	-11	0	8	-7	.	4	6	17	2

# Reprinted at random: 5 records from the list.
Compound	NR2E3 ag-1	KKLEB cytotox	Vif inh	NR2E3 ag-2	Peg3 promoter	TRPM1 prom inh	CaV13 FRET inh	PDI inh	CF NFkB inh	HIF-2a block	Shn3 inh set2
O=C1CN(C(=O)CSc2nnnn2-c2ccc(Cl)cc2)c2ccccc2N1	3	6	-6	0	28	19	-7	-4	-19	6	20
O=C(CN(C(=O)CCC(=O)Nc1ccccn1)C1CCCC1)NCc1ccccc1	2	10	25	-28	-5	1	-5	7	-8	8	-21
CC(C(=O)Nc1ccccc1)N(C)CCOc1ccc(Br)cc1 (stereo not drawn)	1	16	-2	-5	10	5	-18	8	-16	-1	-9
CCOC(=O)c1c(NC(=O)CNC2CCCCC2)sc(C)c1C	-2	-8	.	15	90*	8	3	16	23	22	-5
C[C@H]1CN([C@@H](C)CO)C(=O)CCCn2cc(nn2)CO[C@@H]1CN(C)C(=O)Nc1ccc2c(c1)OCCO2	.	-16	-2	20	-38	.	-8	3	20	-44	-15
